Screening results as filed in PubChem.
ELG1 genotoxic – genotoxicity induction in ELG1-luciferase HEK293T cells; HEK293T ELG1-luciferase reporter, luminescence, 16 h; Potency, µM (series often up to 46 µM), for the others: top-dose activity change, positive = activation, actives largely listed as activators; 330,000 compounds, 1.3% hits; AID 504466; further: potency means the concentration at half of the fitted maximal effect; % of control where 0% means no effect; nearly all actives have a fitted effect of over 60% in size
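DMSO vehicle served as control against compound-treated ELG1-luciferase HEK293T cells; exposure lasted 16 hr at 37 °C and 5% CO2, followed by ONE-Glo luminescence detection after 30 min.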
TRPV1 ag – agonists of human vanilloid receptor 1 (TRPV1); Q8NER1; TRPV1-expressing cells, Fluo-8 calcium influx, agonist mode; activation, % at 8.33 µM; 320,000 compounds, 0.19% hits; AID 540275; in the data active means activation above about 80%; inconclusive means between about 30% and that limit; further: 0% is about no effect
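Cells expressing TRPV1 were dye-loaded with Fluo-8 and read kinetically: 10 s baseline, 3 min after compound (agonist portion), then 2 min after EC20 capsaicin (allosteric enhancer portion). Calcium-bound dye fluorescence at 480/520 nm.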
B2AR arrestin – recruits beta-arrestin to the human beta2-adrenergic receptor. P07550. beta-arrestin recruitment to beta2AR, cell-based reporter. Potency, µM (titrated, usually from 46.1 µM), for inactives: at the highest dose activation, most hits filed as activators. 330,000 compounds, 0.02% hits;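 further: potency means the concentration at half of the fitted maximal effect; 0% = DMSO controls and full agonism = EC100 isoproterenol or metaproterenol; nearly all actives have a fitted effect of over 65% in size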
p53 reactivation – restores transcriptional activity of mutant p53 | Potency, µM (top dose mostly 92.2 µM), for inactives: at the top dose activity change, positive = activation, hits mostly activators | 320,000 compounds, 0.063% hits | AID 504706 | H1299 p53-A138V BP100-luciferase reporter, luminescence, 24 h; further: potency means the concentration at half of the fitted maximal effect; % of control where 0% means no effect; nearly all actives have a fitted effect of over 45% in size
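p53-null H1299 cells stably carrying temperature-sensitive p53-A138V and a BP100-luciferase reporter were pinned with compounds (4-point, 1:5 series) and held 24 hrs at 37 deg C. Luminescence was read 10 min after detection reagent.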
BRCA1 expr up – BRCA1 expression activation; Potency, µM (series often up to 46.1 µM), for the others: at the top dose activation, most hits filed as activators; 380,000 compounds, 1.1% hits; AID 624202; MCF7-BRCA1-FFLuc reporter, luminescence, 48 h; response scale: scaled: vehicle 0%, 10 µM genistein 100%; further: potency means the concentration at half of the fitted maximal effect; nearly all actives have a fitted effect of over 80% in size; some results filed as inactive show a strong effect at the top dose
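Compounds are tested at multiple concentrations on MCF7 BRCA1-luciferase reporter cells seeded at 2000 per well; after 48 h, a single luminescence end-point is taken and curves fitted to the normalized data.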
TSG101-PTAP inh – blocks PTAP/TSG101 interaction to inhibit HIV-1 budding; Q99816; Fluorescence polarization, FITC-PTAP peptide / Tsg101 binding; Potency, µM (highest dose often 115 µM), without a hit: at the highest dose activity change, negative = inhibition, most hits filed as inhibitors; 340,000 tested, under 10 active; active means well fitted inhibition curve with a large enough effect in the main read-out, with a control signal flat, not every such curve was filed as active; inconclusive means small, poorly fitted or top-dose-only effect, or effect the other way, or a change in a side signal; inactive means no such curve, though single readings can be large or run the other way; further: potency means the concentration at half of the fitted maximal effect; % of control where 0% means no effect
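Fluorescence anisotropy tracks displacement of a FITC-tagged PTAP peptide (50 nM) from the Tsg101 binding domain (10 uM), following a 20 min room-temperature incubation at pH 7.5.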
Integrin act MD – activates integrin-mediated alleviation for muscular dystrophy; alpha7betagal myoblasts, beta-gal FDG fluorescence, 48 h; Potency, µM (doses to about 38.3 µM), for the others: at the highest dose activation, actives largely listed as activators; 350,000 compounds, 0.064% hits; AID 624291;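 further: potency means the concentration at half of the fitted maximal effect; 100% = response of the positive control SU9516; nearly all actives have a fitted effect of over 60% in size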
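Alpha7betagal+/- myoblasts (passage 13) were plated 16-24 hr, then exposed to compounds (1:260 dilution of DMSO stock) for 48 hours at 37C. After MPER lysis, β-galactosidase reporter activity was read as FDG fluorescence (ex 480/em 540) after 30 minutes.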
uPA generation – inhibitors of cell surface uPA generation. cell surface uPA generation assay, qHTS. Potency, µM (doses to about 38.3 µM), inactives show at the top dose activity change, negative = inhibition, actives largely listed as inhibitors. 330,000 compounds, 0.31% hits. AID 540303; active means well fitted inhibition curve with a large enough effect; inconclusive means small, poorly fitted or top-dose-only effect; inactive means no such curve, though single readings can be large or run the other way; tested in mouse RAW 264.7 cells; further: potency means the concentration at half of the fitted maximal effect; on the % scale 0 is the no-effect control and ±100 the full control effect; nearly all actives have a fitted effect of over 55% in size
S-ASM inh – inhibitors of human secretory acid sphingomyelinase | placental ASM, HMU-PC fluorogenic substrate, 60 min | 340,000 compounds, 0.006% hits | P17405 | Potency, µM (highest dose often 57.5 µM), for inactives: at the top dose activity change, negative = inhibition, hits mostly inhibitors; further: potency means the concentration at half of the fitted maximal effect
Target sequence (P17405 47-631 limits assumed): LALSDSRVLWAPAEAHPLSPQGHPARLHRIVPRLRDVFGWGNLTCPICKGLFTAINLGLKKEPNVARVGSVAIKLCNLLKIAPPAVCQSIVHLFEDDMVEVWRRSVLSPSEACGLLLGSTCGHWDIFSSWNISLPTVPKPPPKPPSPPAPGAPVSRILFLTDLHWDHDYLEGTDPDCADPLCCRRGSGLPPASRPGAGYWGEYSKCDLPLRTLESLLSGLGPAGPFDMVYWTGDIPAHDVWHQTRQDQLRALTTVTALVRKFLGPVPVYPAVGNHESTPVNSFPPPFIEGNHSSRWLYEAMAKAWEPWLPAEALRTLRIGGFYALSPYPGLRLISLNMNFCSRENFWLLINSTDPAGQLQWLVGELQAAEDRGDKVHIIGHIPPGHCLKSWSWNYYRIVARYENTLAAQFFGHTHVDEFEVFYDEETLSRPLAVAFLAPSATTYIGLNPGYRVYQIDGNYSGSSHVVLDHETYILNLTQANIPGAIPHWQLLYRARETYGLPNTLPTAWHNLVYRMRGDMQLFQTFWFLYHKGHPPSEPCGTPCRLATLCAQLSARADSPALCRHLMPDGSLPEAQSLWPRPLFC
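Fluorogenic HMU-PC substrate (9 uM final) is turned over by placental ASM in 60 min at 37 C after a 10 min compound preincubation. Reaction ended by alkaline stop (pH 10), with fluorescence read at 386/447 nm.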
Eya2 phos inh – blocks the phosphatase activity of human Eya2; O00167; recombinant Eya2, OMFP fluorescence dephosphorylation (OMFP is methylfluorescein phosphate); Potency, µM (doses to about 76.9 µM), without a hit: at the top dose activity, negative = inhibition, hits mostly inhibitors; 330,000 compounds, 0.006% hits; AID 488837; further: potency means the concentration at half of the fitted maximal effect; on the % scale 0 is the no-effect control and ±100 the full control effect
Target sequence (O00167 whole entry, looked up): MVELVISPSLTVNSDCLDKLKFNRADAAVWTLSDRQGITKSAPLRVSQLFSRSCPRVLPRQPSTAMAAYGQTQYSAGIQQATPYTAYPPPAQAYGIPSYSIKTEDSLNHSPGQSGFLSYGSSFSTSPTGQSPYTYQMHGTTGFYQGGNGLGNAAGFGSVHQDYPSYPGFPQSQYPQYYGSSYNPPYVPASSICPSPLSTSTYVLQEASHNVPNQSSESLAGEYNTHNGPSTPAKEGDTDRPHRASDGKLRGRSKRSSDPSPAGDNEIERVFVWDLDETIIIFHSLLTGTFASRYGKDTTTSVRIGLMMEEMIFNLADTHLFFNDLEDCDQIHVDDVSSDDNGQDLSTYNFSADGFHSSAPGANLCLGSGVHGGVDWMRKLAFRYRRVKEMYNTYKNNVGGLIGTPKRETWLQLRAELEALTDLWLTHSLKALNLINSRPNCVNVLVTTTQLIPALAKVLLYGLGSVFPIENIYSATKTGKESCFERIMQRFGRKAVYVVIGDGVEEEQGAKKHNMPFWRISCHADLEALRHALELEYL
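Eya2 (0.2 uM) preincubated 10 min at ambient with compound, then OMFP substrate added at 50 uM; 10 min reaction in 50 mM HEPES pH 7.5, 50 mM NaCl, 5 uM MgCl2, 0.05% BSA, 1 mM DTT. Fluorescence read at Ex 485/Em 525 nm.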
USP2a block – USP2a (human) protease inhibition; 330,000 compounds, 0.01% hits; USP2 core, Ub-CHOP2 coupled fluorogenic reporter, 485/531; Potency, µM (series often up to 38.3 µM), for inactives: at the top dose activity change, negative = inhibition, actives largely listed as inhibitors; AID 463254; O75604;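 further: potency means the concentration at half of the fitted maximal effect; plate controls were DMSO wells for no effect and full inhibition by NEM control for full effect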
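Deubiquitinase activity read as fluorescence (485/531 nm) after Ub-CHOP2 cleavage activates the enterokinase reporter on its substrate; USP2 core 10nM, Ub-CHOP2 and substrate 25nM each, 30min compound preincubation then 60min RT; data normalized to NEM, curves fitted.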
* marks the source's active call; other numbers are inactive results; i = inactive; ? = inconclusive; / = no result given; [ ] = remark or other dose. Unless noted, the call rests on the fitted dose curve; in most records, active means well fitted curve in the direction sought with a large enough effect; inconclusive means small, poorly fitted or top-dose-only effect, or another doubt; inactive means no such curve, though single readings can be large; an effect the other way counts as inactive or inconclusive. Compounds as they come, and some 2.6% of all compounds hit somewhere here.

Molecule | ELG1 genotoxic | TRPV1 ag | B2AR arrestin | p53 reactivation | BRCA1 expr up | TSG101-PTAP inh | Integrin act MD | uPA generation | S-ASM inh | Eya2 phos inh | USP2a block
O=C(Nc1ccccc1)c1ccccc1OCc1ccc(F)cc1 | -2% | 2 | -1.1% | 13% | 22% | 1% | 4% | -2% | -1% | -15% | -1%
Cc1ccc(-c2nnc(Nc3ccc(C(=O)N(C)C)cc3)c3ccccc23)cc1S(=O)(=O)NC(C)(C)CO | 3% | 0 | -0.2% | -2% | 0% | -6% | -24% | -1% | 40%[activator] | 0% | -4%
Cc1ccc(S(=O)(=O)Nc2ccc3nc(C)sc3c2)cc1 | -3% | -1 | -0.2% | -10% | -15% | 0% | -44% | -5% | -2% | -7% | -1%
O=C1OC(c2cccs2)=N/C1=C\c1ccc(-c2cccc(Cl)c2)o1 | -12% | -4 | -0.1% | -4% | -21% | 14% | 3% | / | -1% | -22% | -8%
O=C(CC1C(=O)N(c2ccccc2)C(=O)N1Cc1ccco1)Nc1ccccc1 (stereo not drawn) | -7% | -2 | 0.2% | 0% | -34% | 1% | -3% | 7% | 1% | 3% | 2%
Cc1nn(S(=O)(=O)c2ccc(Br)cc2)c(C)c1S(=O)(=O)N1CCOCC1 | 3% | 3 | 0.0% | -3% | -1% | -6% | -1% | 2% | -3% | 9% | 1%
COc1ccc(-c2csc(CCn3nc(C)cc3C)n2)cc1OC | -6% | 5 | 0.0% | -4% | 0% | 0% | 1% | -2% | -3% | -12% | 0%
COc1cc(CNC(=O)c2cnccn2)cc(OC)c1 | / | / | / | / | -3% | 0% | -20% | -5% | -4% | / | /
Cc1ccc(S(=O)(=O)N2CCCCC2)cc1NC(=O)CSc1ncn[nH]1 | -4% | 0 | 0.1% | -3% | 13% | ? | -34% | -1% | 0% | -10% | 0%
CCc1cc(C(=O)NC2CCCc3c2cnn3-c2cccc(C)c2C)n(C)n1 (stereo not drawn) | -7% | ? | -0.8% | -4% | -47% | 2% | -39% | -9% | -3% | 10% | 0%
Cc1cccc(NC(=O)C2C3C=CC4(O3)C2C(=O)N(CCCN2CCCC2)C4C(=O)NC2CCCC(C)C2C)c1 (stereo not drawn) | -4% | -3 | -1.1% | -1% | -31% | 2% | -55%[inhibitor] | -3% | -1% | -2% | 3%
O=C(Nc1nc2ccsc2c(=O)s1)C1CCC1 | ? | 18 | -1.2% | ? | 11% | -2% | -5% | 1% | 30%[activator] | 5% | 2%
COc1cc(-c2cc(-c3ccc(F)cc3)nc(N)c2C#N)ccc1O | 6% | -2 | -1.0% | -4% | -41% | 2% | -4% | -5% | 23% | 7% | -1%
CC(C)NC(=O)CN1CCC(c2ccccc2)C(O)C1 (stereo not drawn) | -1% | 4 | -0.1% | 2% | 2% | -4% | ? | -19% | 4% | -2% | 1%
COc1ccc(NC(=S)NCC2CCCO2)c(OC)c1 (stereo not drawn) | -2% | -3 | -0.1% | 8% | 1% | -4% | -13% | -3% | 2% | 14% | 1%
CCOc1ccc(S(=O)(=O)N(C)CC(=O)NCc2ccco2)cc1 | 0% | -3 | 0.1% | 5% | 4% | -3% | -5% | -2% | 0% | -3% | 0%
OC(c1ccccc1)c1cccnc1 (stereo not drawn) | -2% | -7 | -1.4% | 3% | -9% | -2% | 14% | -1% | 7% | -3% | 1%
CC1CC(C)(C)NC(=O)O1 (stereo not drawn) | 2% | -1 | -0.2% | 1% | -1% | -3% | -12% | -1% | 2% | 0% | 2%
C=CCN(C)NC(=S)Nc1ccccc1 | 0% | 0 | -0.6% | 3% | 5% | 1% | 1% | 6% | 6% | 6% | 2%
CC(=O)c1ccc(S(=O)(=O)N(CCCO)Cc2cc3cc(C)ccc3[nH]c2=O)cc1 | 0% | 0 | 0.1% | -5% | -18% | -2% | 42% | 0% | 1% | -15% | 0%
CCCOc1ccc(N2C(=O)CC(NCCNc3ccc(S(=O)(=O)CC)cc3)C2=O)cc1 (stereo not drawn) | -9% | -2 | 0.0% | 2% | 0% | -4% | -15% | 11% | -4% | 15% | 0%
NC1=NN(c2cccc(C(=O)O)c2)C(=O)C1 | 11% | -5 | -2.6% | ? | 20% | -4% | ? | 2% | 5% | -1% | 3%
COc1ccc(NC(=O)CSc2ccc3c(c2)OCCO3)cc1OC | -8% | 0 | -0.9% | 0% | -3% | 0% | 0% | 5% | -2% | 7% | 0%
CCn1c(N)[n+](CC(=O)Nc2ccc(SC(F)F)cc2)c2ccccc21 | -3% | 2 | -0.3% | 2% | -93% | 1% | -56%[inhibitor] | -10% | 0% | 4% | 16%
O=C(Nc1ccc(F)cc1F)c1cc2nc3c(c(C(F)(F)F)n2n1)CCCC3 | ? | -4 | -0.9% | ? | ? | -1% | 9% | 22% | 0% | 2% | 7%
CCCCc1nc(N2CCN(C(=O)c3ccco3)CC2)c(C#N)c2c1CCCC2 | -13% | 86* | -0.9% | -1% | -37% | -2% | -14% | -23% | 0% | -3% | 2%
Cc1c(C(C)C)c(=O)n(-c2ccc(S(=O)(=O)NCc3ccccc3)cc2)n1C | -9% | 15 | -0.1% | 2% | -39% | -7% | -34% | -1% | 1% | -11% | 3%
COc1cccc(NC(=O)CN2C(=O)COc3ccc(S(=O)(=O)N4CCCCCC4)cc32)c1 | -2% | 15 | 0.0% | -8% | 4% | -5% | 22% | 5% | -7% | 1% | 3%
CCN1CCCC1CN(Cc1cc2ccc(C)cc2[nH]c1=O)C(=S)Nc1ccc(OC)cc1 (stereo not drawn) | -4% | -3 | -0.9% | 0% | -33% | -5% | -56%[inhibitor] | -9% | -1% | -3% | 3%
COc1cccc(OCCN2CCN(c3ncnc4c3cnn4-c3ccccc3)CC2)c1 | -11% | -2 | -0.1% | -4% | -73% | 0% | -16% | / | -18% | -10% | -2%
Cc1ccc(C)c(OCCOCCN2CCOCC2)c1 | 0% | -4 | 0.3% | 4% | -2% | -3% | -1% | 14% | -1% | -19% | 0%
COc1ccccc1C(CNC(=O)c1ccc(NS(=O)(=O)c2ccc(F)c(C)c2)cc1)N(C)C (stereo not drawn) | 17% | -5 | 0.1% | 18% | -26% | 3% | -4% | -6% | / | 0% | 2%
CCOC(=O)Cn1cnc2sc3c(c2c1=O)CCC3 | 1% | -10 | -0.4% | -2% | 0% | -2% | -20% | 1% | 10% | 4% | -2%
Cc1c(NS(=O)(=O)c2cc([N+](=O)[O-])ccc2Cl)c(=O)n(-c2ccccc2)n1C | / | / | / | / | -11% | 0% | -2% | 0% | 5% | / | /
Cc1ccc(CCNS(=O)(=O)c2ccc3c(c2)N(C)CCO3)cc1 | -3% | 6 | -0.6% | -1% | 3% | -1% | -15% | 3% | -7% | -16% | -3%
COc1ccc(/C=N/NC(=O)c2ccc(NS(=O)(=O)c3cccs3)cc2)cc1 | 10% | 2 | -0.1% | ? | 74% | -10% | 37% | ? | -7% | -6% | -1%
CCOC(=O)c1ccc(-c2c(C)cc3oc(=O)cc(-c4ccccc4)c3c2C)cc1 | 3% | / | 0.5% | -1% | -22% | 0% | -4% | -10% | -8% | -12% | 3%
Cc1ccc(N2N=C(c3ccc(F)cc3)CC2c2ccco2)cc1 (stereo not drawn) | 0% | 2 | -0.4% | 2% | 2% | -4% | -8% | -23% | i | 2% | -6%
N#C/C(=C\c1ccc(-c2ccccc2[N+](=O)[O-])o1)C(N)=O | 0% | / | 0.2% | -4% | 0% | -4% | -11% | 0% | 8% | 0% | 3%
CCCCn1nc2cc(C(=O)NCC3CC3)ccc2c1OCC | 3% | 3 | 0.3% | -2% | 2% | 4% | 6% | 2% | 25% | 31% | 1%
CN1CCN(C(=S)SCC(=O)Nc2nc(-c3ccccc3)c(-c3ccccc3)o2)CC1 | 0% | 8 | 3.6% | -32%[inhibitor] | -59% | -4% | -18% | -2% | -10% | 4% | -2%
CCOC(=O)Cc1csc(NC(=O)/C=C/c2ccco2)n1 | -4% | -1 | -0.1% | 19% | 74% | 1% | 5% | -27% | -4% | -3% | 9%
CCOCCCNC(=O)c1cc2sc(Cl)cc2n1CC | 9% | -8 | 0.4% | -4% | -94%[inhibitor] | 57%[activator] | -19% | / | -1% | 4% | -5%
N/C(=N\OC(=O)CCCc1ccccc1)c1ccccc1 | ? | 3 | -0.2% | 23% | ? | 0% | -10% | 5% | 2% | 1% | -2%
COc1cc(S(=O)(=O)N2CCC(c3nc4ccccc4s3)CC2)ccc1S(=O)(=O)NC1CCCC1 | -1% | 5 | -0.2% | 23% | -36% | -5% | 9% | 12% | -1% | -19% | 4%
CC(C)[C@H](NC(=O)c1ccccc1F)C(=O)NC1CCCCC1 | 1% | / | 0.2% | 4% | 1% | -1% | 15% | -6% | 1% | -19% | 7%
